Screening data from PubChem.
ALOX15B inhib: qHTS Assay for Inhibitors of 15-hLO-2 (15-human lipoxygenase 2); purified 15hLO-2, xylenol orange hydroperoxide absorbance; Potency, µM (highest dose often 57.1 µM), for inactives: top-dose activity change, negative = inhibition, actives largely listed as inhibitors; 0.56% of 110,000 active; AID 881, 2007; also: potency is read from the fitted curve at half-maximal effect; nearly all actives have a fitted effect of over 60% in size; many of its hits are not listed in these tables
Target sequence (O15296 whole entry, looked up): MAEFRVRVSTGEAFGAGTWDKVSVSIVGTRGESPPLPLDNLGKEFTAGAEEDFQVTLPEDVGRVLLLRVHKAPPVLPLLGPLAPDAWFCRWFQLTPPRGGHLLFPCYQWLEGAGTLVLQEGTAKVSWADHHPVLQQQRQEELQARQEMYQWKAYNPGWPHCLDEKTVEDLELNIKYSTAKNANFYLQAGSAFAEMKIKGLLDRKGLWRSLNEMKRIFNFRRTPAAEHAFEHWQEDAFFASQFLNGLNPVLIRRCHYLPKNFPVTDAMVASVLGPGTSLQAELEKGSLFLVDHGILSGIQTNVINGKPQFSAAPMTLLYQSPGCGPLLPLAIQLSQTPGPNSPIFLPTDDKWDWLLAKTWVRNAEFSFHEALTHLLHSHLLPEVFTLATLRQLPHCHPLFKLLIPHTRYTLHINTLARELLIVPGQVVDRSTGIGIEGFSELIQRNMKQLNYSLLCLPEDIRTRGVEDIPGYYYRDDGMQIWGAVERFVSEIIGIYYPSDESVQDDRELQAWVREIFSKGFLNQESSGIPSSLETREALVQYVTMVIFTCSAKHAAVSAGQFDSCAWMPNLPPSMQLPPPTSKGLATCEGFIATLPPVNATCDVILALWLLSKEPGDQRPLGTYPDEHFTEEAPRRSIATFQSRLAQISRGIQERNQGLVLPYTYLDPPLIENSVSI
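Screening format was qHTS against 50 nM purified 15hLO-2 in Hepes pH 7.5 with detergent. Activity follows hydroperoxide formation from 45 uM arachidonic acid, measured as 573:405 nm absorbance ratio of the ferric-xylenol orange complex.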
IMPase cell inh: qHTS Assay for Identifying the Cell-Membrane Permeable IMPase Inhibitors; Inositol monophosphatase 1 (Rattus norvegicus), P97697; CHO-M1 cells, IP1 accumulation, HTRF TR-FRET ratio; inhibition (IP1 accumulation), % at 46.1 µM; 120,000 tested, under 10 active; AID 901, 2007; active = well fitted curve in the direction sought with a large enough effect in the signal ratio, not every such curve was filed as active; inconclusive = small, poorly fitted or top-dose-only effect, or a change in a side signal; inactive = no such curve, though single readings can be large or run the other way; the % refers to the signal ratio;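 also: cells stimulated with carbachol in lithium chloride buffer; plate controls were DMSO basal wells for no effect and reference inhibitor wells for full effect; higher means more IMPase inhibition seen as more IP1 and lower FRET ratio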
Target sequence (P97697 whole entry, looked up): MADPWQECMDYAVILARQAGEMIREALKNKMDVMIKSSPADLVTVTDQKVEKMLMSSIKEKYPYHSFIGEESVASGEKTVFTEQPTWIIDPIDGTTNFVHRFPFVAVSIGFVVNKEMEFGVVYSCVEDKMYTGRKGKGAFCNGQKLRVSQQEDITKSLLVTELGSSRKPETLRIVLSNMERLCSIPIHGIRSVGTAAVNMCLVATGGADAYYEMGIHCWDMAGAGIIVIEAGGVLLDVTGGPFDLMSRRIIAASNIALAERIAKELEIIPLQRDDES
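CHO-M1 cells (CHO stably expressing M1 receptor), compound up to 46 uM final, stimulated with carbachol (50 uM as added) in buffer with 50mM LiCl, pH 7.4, 30 min at 37C. Cytosolic IP1 read by TR-FRET; AC50 from Hill fits.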
ALOX12 inhib: qHTS Assay for Inhibitors of 12-hLO (12-human lipoxygenase). Polyunsaturated fatty acid lipoxygenase ALOX12 (Homo sapiens), P18054. 0.12% of 150,000 active. Potency, µM (doses to about 57.1 µM), for inactives: at the top dose activity change, negative = inhibition, most hits filed as inhibitors. purified 12-hLO, xylenol orange hydroperoxide absorbance; also: potency is read from the fitted curve at half-maximal effect; nearly all actives have a fitted effect of over 55% in size; many of its hits are not listed in these tables
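Purified human 12hLO (150 nM final) was preincubated with compounds for 15 min at room temperature in 25 mM Hepes pH 7.0, 0.01% Triton X-100, then reacted with 40 uM arachidonic acid for 30 min. Hydroperoxide was detected with ferrous iron/xylenol orange.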
PNC assembly inh: High Content Assay for Compounds that inhibit the Assembly of the Perinucleolar Compartment; PC3M PTB-GFP, PNC prevalence imaging, 16 h; stronger effect = lower value; activity change (PNC), negative = inhibition, % at 10 µM; 3.1% of 140,000 active; AID 2417, 2010;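 active = readout at or below -70, meaning at least 70% loss of cells showing the perinucleolar compartment, a nuclear body marking cancer cells; inconclusive = readout between -30 and a set limit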;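 also: plate controls were DMSO wells for no effect and camptothecin positive control wells for full effect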
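Compounds are pinned in duplicate onto adhered PC3M cells stably expressing GFP-tagged PTB and incubated 16 h at 37 C. Cells are then fixed, nuclei stained with Hoechst, and PNC-positive cells counted.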
* = called active by the depositor; ? = inconclusive; . = no result given; [ ] = remark or other dose. Unless noted, calls follow the shape of the dose curve; as a rule, active = well fitted curve in the direction sought with a large enough effect; inconclusive = small, poorly fitted or top-dose-only effect, or another doubt; inactive = no such curve, though single readings can be large; an effect the other way counts as inactive or inconclusive. Unless noted, % is scaled to controls: 0 for no effect and ±100 for the full control effect. Not all compounds are listed; the hit share may differ from the screen's.

Second line of a record: ALOX15B inhib	IMPase cell inh	ALOX12 inhib	PNC assembly inh
- CC(C)C(=O)Nc1ccc(Sc2ccc(F)cc2)cc1
    6%	8	-7%	-4
- O=C1OCCC1Sc1nnc(-c2ccccc2Br)n1Cc1ccccc1 (configuration not stated)
    .	.	3%	1
- Cc1cccc(C)c1C(=NCCCN(C)C)c1ccccc1
    .	.	1%	38
- CN1CCN(c2cc3c(c4c2[nH]c2ccccc24)C(=O)CC(C)(C)C3)CC1
    9%	1	-6%	-25
- Cc1ccc2nc(-c3ccncc3)c(Nc3ccccc3)n2c1
    .	.	-2%	41
- NC(=O)Nn1c(CCC(=O)O)ccc1-c1ccc(F)cc1
    -12%	-4	-1%	0
- CCSc1nc2ccc(OC)cc2cc1C#N
    .	-7	2%	184
- CS(=O)(=O)N1CCN(c2ccc([N+](=O)[O-])c(NCc3ccccc3)c2)CC1
    -21%	2	-13%	-14
- CC(C)(C)OC(=O)NCCc1nnc(SCc2ccc(Cl)cc2)o1
    -2%	4	8%	-25
- Cc1ccc(CSCCNS(=O)(=O)c2ccccc2)cc1
    .	.	1%	-18

Profiles as entered above. Values in the order: ALOX15B inhib	IMPase cell inh	ALOX12 inhib	PNC assembly inh
CC(C)C(=O)Nc1ccc(Sc2ccc(F)cc2)cc1 is listed as 6%	8	-7%	-4
CS(=O)(=O)N1CCN(c2ccc([N+](=O)[O-])c(NCc3ccccc3)c2)CC1 is listed as -21%	2	-13%	-14

(listing goes on)
Second line of a record: ALOX15B inhib	IMPase cell inh	ALOX12 inhib	PNC assembly inh
- Cc1cc(C)n2nc3nc4c(cc3c2n1)CCCC4
    -24%	5	-9%	12
- Cc1ccc(NC(=O)CN(C)S(=O)(=O)c2cccc3nsnc23)cc1Cl
    4%	5	-4%	?
- c1ccc(-n2ncc3c(N4CCN(CCOc5cccc6ccccc56)CC4)ncnc32)cc1
    35%[activator]	1	6%	50
- CCCCNc1ccc(C(=O)Nc2cccc(C)n2)cc1[N+](=O)[O-]
    6%	15	2%	?
- c1ccc(-c2cc(N3CCCCC3)ncn2)cc1
    -5%	15	-2%	?
- C/C(=C\CO)CCC(C)CCCC(C)CCCC(C)C (configuration not stated)
    36%[activator]	.	-2%	.
- CCN(CC)S(=O)(=O)c1ccc(N2CCN(CCO)CC2)nc1
    .	.	0%	25
- CCOc1ccc(NC(=O)C2CCCCN2S(=O)(=O)c2ccccc2)cc1 (configuration not stated)
    -4%	8	4%	24
- COc1cc2c(cc1NC(=O)Cn1cnc3c1c(=O)n(C)c(=O)n3C)oc1ccccc12
    -17%	-7	2%	35
- CN[C@@H]1[C@H](O[C@H]2[C@H](O[C@H]3[C@H](O)[C@@H](O)[C@H](N=C(N)N)[C@@H](O)[C@@H]3N=C(N)N)O[C@@H](C)[C@]2(O)C=O)O[C@@H](CO)[C@H](O)[C@H]1O
    -3%[0.0915 µM]	.	0%[0.00818 µM]	.
- Cc1nn(CCCC(=O)NCc2ccc(Cl)cc2)c(C)c1[N+](=O)[O-]
    .	-2	-3%	-14
- Nc1nc2ccc([N+](=O)[O-])cc2s1
    -16%	.	-1%	.
- CC(C)(C)C1(C)OC(=O)C(=Cc2ccc(OCC(=O)Nc3ccccc3)cc2)C(=O)O1 (configuration not stated)
    .	.	1%	-16
- O=C(NCCN1CCOCC1)c1ccc(CS(=O)(=O)c2ccc(Cl)cc2)o1
    -1%	-1	-6%	36
- COc1cc(NC(=O)c2cccs2)c(C(=O)OCC(=O)NCc2ccco2)cc1OC
    -12%	12	-4%	34
- Cc1ccc(CNC(=O)CSc2nc3ccsc3c(=O)n2NC(=O)c2ccccc2)cc1
    -6%	6	-7%	8
- COc1cccc(C(=O)Nc2nc3c(s2)CN(C)CC3)c1
    77%[activator]	-4	0%	6
- CC(=O)Cc1nsc(Nc2ccc3c(c2)OCCO3)n1
    -17%	2	-5%	?
- Cc1cc2c(ncn2C)c(NS(=O)(=O)c2cc(Cl)ccc2Cl)c1C
    7%[11.4 µM]	-2[1.84 µM]	-3%	?
- Fc1ccccc1-c1nc(-c2ccccc2)no1
    .	-7	-1%	-100*
- CC(C)(C)c1cc(C(=O)/C=C/c2ccc(C(=O)O)cc2)cc(C(C)(C)C)c1
    ?	.	-3%	.
- Nc1nc(-c2cccnc2)nn1C(=O)Cc1ccccc1
    -2%	13	1%	-13
- CCS(=O)(=O)N1CCC(C(=O)NCc2ccccc2OC)CC1
    0%	7	-1%	?
- CCC1c2ccc(C)n2CCN1C(=O)Nc1ccccc1OC (configuration not stated)
    .	-8	-3%	?
- CC1(C)NC(=O)N(CC(O)COc2ccc(N3C(=O)c4ccccc4C3=O)cc2)C1=O (configuration not stated)
    6%	-1	-9%	-16
- Cc1ccc(SCCNC(=O)c2ccc(C)c(S(=O)(=O)Nc3ccccc3C)c2)cc1
    -9%	3	-6%	15
- CC1CCCN(CCCNC(=O)CCn2nc(-c3ccccc3)ccc2=O)C1 (configuration not stated)
    7%	13	-3%	6
- COc1ccccc1C(=O)Nc1ccc(N2CCN(S(C)(=O)=O)CC2)cc1
    -1%	8	1%	35
- CCn1cc(C(=O)O)c(=O)c2cc(F)c(N3CCN(C(=O)Nc4ccccc4)CC3)cc21
    1%	4	-6%	23
- Cc1ccc(Cn2c(=N)n(CC(O)COc3ccccc3)c3ccccc32)cc1 (configuration not stated)
    28%	5	-9%	-8

Some values from the entries so far:
In ALOX12 inhib, CC(C)(C)c1cc(C(=O)/C=C/c2ccc(C(=O)O)cc2)cc(C(C)(C)C)c1 is listed with -3%
In ALOX12 inhib, Nc1nc(-c2cccnc2)nn1C(=O)Cc1ccccc1 is listed with 1%

More results.
Second line of a record: ALOX15B inhib	IMPase cell inh	ALOX12 inhib	PNC assembly inh
- O=C(Nc1ccc2c(c1)OCO2)c1ccc(Cl)s1
    -10%	3	-11%	-9
- COc1cccc(/C=N/NC(=O)CSc2ccccc2C)c1O
    .	.	-3%	31
- O=C(COC(=O)c1ccco1)NCc1cccs1
    4%	-2	2%	?
- Cc1cccc(OCc2nnc(SCC(=O)N3CCN(C(=O)c4ccco4)CC3)n2C)c1C
    -4%	4	0%	?
- CC(C)(C)NC(=O)C(c1ccco1)N(Cc1ccc2c(c1)OCO2)C(=O)Cn1nnc2ccccc21 (configuration not stated)
    4%	1	-13%	0
- COc1ccc(/C=N/NC(=O)CNC(=O)COc2ccccc2)cc1
    .	-3	-3%	0
- Cc1nnc(SCCN2CCOCC2)n1-c1cccc(Cl)c1
    -16%	-2	-1%	6
- CC(Oc1ccc(Br)cc1)C(=O)Nn1c(=S)[nH]c2ncccc2c1=O (configuration not stated)
    .	-4	0%	4
- O=C(O)CSc1nc2ccc(Cl)cc2[nH]1
    1%	0	4%	1
- Cc1cc(C)n2nc(SCc3cc(=O)oc4cc(O)ccc34)nc2n1
    -23%	-7	2%	-10

Structures listed so far containing an NH in an aromatic ring (3):
Second line of a record: ALOX15B inhib	IMPase cell inh	ALOX12 inhib	PNC assembly inh
- CN1CCN(c2cc3c(c4c2[nH]c2ccccc24)C(=O)CC(C)(C)C3)CC1
    9%	1	-6%	-25
- CC(Oc1ccc(Br)cc1)C(=O)Nn1c(=S)[nH]c2ncccc2c1=O (configuration not stated)
    .	-4	0%	4
- O=C(O)CSc1nc2ccc(Cl)cc2[nH]1
    1%	0	4%	1

Next results follow:
Second line of a record: ALOX15B inhib	IMPase cell inh	ALOX12 inhib	PNC assembly inh
- Cc1ccc(Cl)cc1OCC(=O)NCCOC(=O)Nc1sc(=S)n(C)c1C
    .	-7	-4%	13
- COc1cccc(-c2nnc(SCC(=O)NCc3ccc4c(c3)OCO4)n2Cc2ccco2)c1
    -4%	-4	-9%	-13
- COC(=O)C1(C)NC(c2cccs2)C2C(=O)N(c3ccc(F)cc3)C(=O)C21 (configuration not stated)
    -7%	8	-6%	-22
- COc1ccc(NC(=O)C2=C(C)Nc3ncnn3C2c2ccccc2C(F)(F)F)c(OC)c1 (configuration not stated)
    12%	4	-2%	11
- O=S(=O)(NC1CCCC1)c1cccc(-c2nnc(-c3ccccc3)o2)c1
    -2%	4	-7%	14
- O=C(Nc1ccon1)c1ccccc1F
    -4%	16	-1%	?
- CCn1cnc2cc(NCc3nc4ccccc4n3Cc3ccccc3)ccc21
    .	8	-1%	24
- N#Cc1ccc(COC(=O)C2CCC(=O)N2)cc1 (configuration not stated)
    0%	-2	6%	?
- C=C(C)C1CC=C(C)C(OC(C)=O)C1 (configuration not stated)
    -4%	.	1%	.
- Cc1c(/C=N/NC(=O)c2ccc(O)cc2)c2ccccn2c1C(=O)c1ccc(F)cc1
    .	.	2%	37
- O=C(O)CCC(=O)Nc1nc2ccccc2s1
    -1%	6	2%	14
- O=C(COC(=O)c1ccccc1Oc1ccccc1)NCc1ccco1
    -17%	7	-7%	18
- Cc1ccccc1C=Nc1ccccc1C(N)=O
    .	.	4%	-86*
- Cc1c(C(=O)Oc2ccc(F)cc2)sc2ncn(Cc3cccc(F)c3)c(=O)c12
    .	.	1%	-23
- COCc1nc2ccccc2n1Cc1ccccc1
    6%	4	2%	-8
- CCOC(=O)CNC(=S)N(Cc1cccs1)C1CCCCC1
    .	.	-3%	29
- Clc1cccc(-c2nn3c(-c4cccc(Cl)c4)nnc3s2)c1
    -6%	2	-3%	23
- CCOc1ccccc1Oc1c(C)oc2c(CN3CCN(CCO)CC3)c(O)ccc2c1=O
    2%	-24	-4%	?
- Cc1ccc(C2CC(c3ccc(NS(C)(=O)=O)cc3)=NN2C(=O)c2ccco2)cc1 (configuration not stated)
    .	.	-3%	9
- CCSc1ccc(NC(=O)c2cccnc2)cc1
    -25%	5	-1%	66
- Cc1ccccc1NC(=O)c1cccc(Cn2cc(Br)c([N+](=O)[O-])n2)c1
    -4%	11	-8%	-1
- CC1Oc2ccccc2OC1(O)c1ccccn1 (configuration not stated)
    .	-1	-4%	-27
- O=C1CC(SC(=Nc2ccccc2)Nc2ccccc2)C(=O)N1c1ccc(Cl)c(Cl)c1 (configuration not stated)
    .	.	13%	44
- OCCN(/C=N/c1nc(-c2ccc(Br)cc2)cs1)CCO
    1%	3	1%	-18
- O=C(NCc1ccccn1)c1ccc(/C=N/O)nc1
    14%	-2	4%	-22
- CCCN(Cc1ccccc1)S(=O)(=O)c1ccc(N2C(=O)CCC2=O)cc1
    3%	4	-2%	-8
- CCC(C)C(NC(=O)C(C)NC(=O)CNC(=O)CNC(=O)OCc1ccccc1)C(=O)OC (configuration not stated)
    .	-11	6%	51
- COc1ccc(OCC(=O)NNC(=O)c2nn(C)c(=O)c3ccccc23)cc1
    .	.	-6%	-11
- O=C(CN1CCC(c2nc3ccccc3[nH]2)CC1)NCc1ccc2c(c1)OCO2
    17%	-8	-12%	?
- Cn1c(N)c(C(=O)COC(=O)CCC(=O)c2cccs2)c(=O)n(C)c1=O
    3%	2	-2%	17
- COc1ccc(CCN2C(=O)C(O)=C(C(=O)c3ccco3)C2c2cccs2)cc1OC (configuration not stated)
    -1%	?	-5%	-11
- Cc1ccc(S(=O)(=O)NCC2CCCO2)cc1[N+](=O)[O-] (configuration not stated)
    .	.	3%	18

Structures listed above marked active in PNC assembly inh:
Second line of a record: ALOX15B inhib	IMPase cell inh	ALOX12 inhib	PNC assembly inh
- Fc1ccccc1-c1nc(-c2ccccc2)no1
    .	-7	-1%	-100*
- Cc1ccccc1C=Nc1ccccc1C(N)=O
    .	.	4%	-86*
